Source: PubChem BioAssay
PAD4 FP inh – human PAD4 inhibitors, primary screen, biochemical, fluorescence polarization, 1536-well format; Protein-arginine deiminase type-4 (Homo sapiens), Q9UM07; inhibition, % at 6.36 µM; recombinant PAD4, RCA probe fluorescence polarization; 0.41% of 330,000 active;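 active = percent inhibition above a cutoff equal to the mean of all tested compounds plus 3 SD, cut at about 15% in these data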;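 note: 0% = PAD4 with RCA probe and DMSO and 100% = probe without PAD4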
PAFAH1B3 FP inh – PAFAH1B3 enzyme inhibitors, primary screen, biochemical, fluorescence polarization, human | Platelet-activating factor acetylhydrolase IB subunit alpha1 (Homo sapiens), Q15102 | recombinant PAFAH1B3, FP-rhodamine probe | inhibition, % at 3.39 µM | 0.28% of 340,000 active;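 active = inhibition above the screen-wide average of all tested compounds plus 3 SD, cut at about 25% in these data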;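 note: 0% = enzyme with DMSO only and 100% = wells lacking PAFAH1B3 protein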
Target sequence (Q15102 whole entry, looked up): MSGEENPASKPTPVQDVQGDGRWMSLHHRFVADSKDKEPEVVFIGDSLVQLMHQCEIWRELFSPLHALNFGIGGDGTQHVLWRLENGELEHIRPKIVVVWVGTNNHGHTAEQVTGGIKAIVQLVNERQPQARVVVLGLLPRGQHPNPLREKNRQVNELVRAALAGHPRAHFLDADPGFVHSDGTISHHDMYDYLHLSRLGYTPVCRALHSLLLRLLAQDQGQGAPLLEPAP
pPAFAH FP inh – pPAFAH enzyme inhibitors, primary screen, biochemical, fluorescence polarization, human | recombinant pPAFAH, FP-rhodamine probe fluorescence polarization | Platelet-activating factor acetylhydrolase (Homo sapiens), Q13093 | inhibition, % at 3.39 µM | 1.5% of 330,000 active;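 active = inhibition above the mean inhibition across the screen plus 3 SD, cut at about 25% in these data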;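 note: inhibitors block binding of the rhodamine activity-based probe so polarization drops; 0% = enzyme with DMSO and 100% = wells lacking pPAFAH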
PAFAH2 inh – PAFAH2 enzyme inhibitors, primary screen, biochemical, fluorescence polarization, human. inhibition, % at 3.39 µM. 0.99% of 340,000 active. recombinant PAFAH2, FP-rhodamine activity probe. Platelet-activating factor acetylhydrolase 2, cytoplasmic (Homo sapiens), Q99487;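 active = inhibition above the mean over all tested compounds plus 3 SD, cut at about 30% in these data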;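 note: inhibitors block probe labeling of enzyme so polarization drops; 0% = enzyme with DMSO and 100% = wells lacking PAFAH2 protein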
LYPLA2 counter – LYPLA2 inhibitors, primary screen, counter-screen for PME1 inhibitor project, biochemical, fluorescence polarization, FP-Rh probe ABPP. Acyl-protein thioesterase 2 (Homo sapiens), O95372. recombinant LYPLA2. inhibition, % at 5.9 µM. 0.38% of 320,000 active;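 active = inhibition above the screen-wide mean plus 3 SD, limit set per campaign, cut at about 26% in these data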;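 note: 0% = LYPLA2 with DMSO and 100% = wells lacking LYPLA2 enzyme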
PREPL inh – PREPL enzyme inhibitors, primary screen, biochemical, fluorescence polarization; AID 2751, 2010; recombinant PREPL, fluorescence polarization activity-based probe; Prolyl endopeptidase-like (Homo sapiens), Q4J6C6; inhibition, % at 5.96 µM; 0.68% of 320,000 active; in the data active = inhibition above about 43%;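 note: 0% = enzyme with DMSO and 100% = wells lacking enzyme; many of its hits are not listed in these tables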
Target sequence (Q4J6C6 whole entry, looked up): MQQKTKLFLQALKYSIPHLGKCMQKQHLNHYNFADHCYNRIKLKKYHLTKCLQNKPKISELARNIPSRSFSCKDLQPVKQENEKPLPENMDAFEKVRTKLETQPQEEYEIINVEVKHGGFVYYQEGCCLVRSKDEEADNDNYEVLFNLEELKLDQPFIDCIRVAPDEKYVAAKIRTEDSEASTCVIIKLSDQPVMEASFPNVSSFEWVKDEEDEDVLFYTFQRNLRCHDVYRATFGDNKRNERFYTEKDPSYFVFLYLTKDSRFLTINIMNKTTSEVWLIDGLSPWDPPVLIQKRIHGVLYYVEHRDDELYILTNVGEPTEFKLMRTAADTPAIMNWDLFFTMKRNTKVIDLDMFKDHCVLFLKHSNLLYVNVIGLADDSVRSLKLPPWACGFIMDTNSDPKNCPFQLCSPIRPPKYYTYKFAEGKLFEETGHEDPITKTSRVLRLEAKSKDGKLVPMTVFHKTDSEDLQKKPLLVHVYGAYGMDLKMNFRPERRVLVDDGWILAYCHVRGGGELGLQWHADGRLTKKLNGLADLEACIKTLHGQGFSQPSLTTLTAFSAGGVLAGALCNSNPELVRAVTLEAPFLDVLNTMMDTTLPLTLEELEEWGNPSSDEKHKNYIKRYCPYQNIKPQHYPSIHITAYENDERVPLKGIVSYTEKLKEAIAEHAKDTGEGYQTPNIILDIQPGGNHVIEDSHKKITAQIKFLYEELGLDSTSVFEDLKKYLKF
GSTO1 counter – inhibitors of recombinant GSTO1, primary screen, counter-screen for RBBP9 inhibitor project, biochemical, fluorescence polarization | Glutathione S-transferase omega-1 (Homo sapiens), P78417 | activity-based probe fluorescence polarization | inhibition, % at 5.96 µM | 1.1% of 300,000 active | AID 1974, 2009;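 active = inhibition above the campaign mean inhibition plus 3 SD, cut at about 35% in these data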;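 note: 0% = GSTO1-1 with DMSO and 100% = wells lacking GSTO1-1 enzyme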
LYPLA1 counter – LYPLA1 inhibitors, primary screen, counter-screen for PME1 inhibitor project, biochemical, fluorescence polarization, FP-Rh probe ABPP; inhibition, % at 5.9 µM; Acyl-protein thioesterase 1 (Homo sapiens), O75608; 0.16% of 320,000 active; AID 2174, 2009; recombinant LYPLA1;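 active = inhibition above the mean of all tested compounds plus 3 SD, set per campaign, cut at about 14% in these data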;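 note: inhibitors block serine hydrolase probe labeling of LYPLA1 so polarization falls; 0% = enzyme with DMSO and 100% = wells lacking LYPLA1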
PAFAH1B2 FP inh – PAFAH1B2 enzyme inhibitors, primary screen, biochemical, fluorescence polarization, human | recombinant PAFAH1B2, FP-rhodamine activity probe | inhibition, % at 3.39 µM | 1.2% of 340,000 active | AID 492953, 2010;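 active = inhibition above the mean of all tested compounds plus 3 SD, cut at about 24% in these data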;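 note: 0% = enzyme with DMSO and 100% = wells lacking PAFAH1B2; many of its hits are not listed in these tables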
An asterisk follows results filed as active; nt = not tested or not shown.

SMILES | PAD4 FP inh | PAFAH1B3 FP inh | pPAFAH FP inh | PAFAH2 inh | LYPLA2 counter | PREPL inh | GSTO1 counter | LYPLA1 counter | PAFAH1B2 FP inh
CC(C)[C@H](NC(=O)[C@@H]1CSC2c3ccccc3C(=O)N21)C(=O)NCc1ccncc1 (some centres undefined) | 0 | 7 | 4 | 2 | -6 | -4 | 0 | -1 | 4
CN(C)S(=O)(=O)c1ccc(C(=O)N2CCCC2c2nc3ccccc3s2)cc1 (centres undefined) | -3 | 5 | 0 | -4 | 3 | -2 | 1 | -3 | 2
C=CCN1N=C(c2ccc(NC(=O)c3ccccc3)cc2)CSC1=O | -6 | -6 | 0 | -1 | 3 | 7 | -1 | 6 | -4
Cc1ccc(NC(=O)CCNS(=O)(=O)c2ccc3c(c2)oc(=O)n3C)c(C)c1 | -2 | 5 | 1 | -4 | 3 | 9 | 8 | 2 | -1
CCOc1ccccc1NC(=O)CN(c1ccc(OC)cc1)S(=O)(=O)c1c(C)noc1C | 1 | 1 | -2 | -4 | 6 | 9 | 7 | -3 | 2
CC(C)(C)c1ccc2c(c1)OC(C(=O)N/N=C\c1ccc(-c3cccc(C(=O)O)c3)o1)CO2 (centres undefined) | -8 | 5 | 22 | 2 | -19 | 28 | -24 | -8 | 2
Nc1ccc(C(=O)OCC(=O)c2cccc([N+](=O)[O-])c2)cc1 | -4 | 0 | -6 | 20 | -3 | 9 | -5 | 0 | 3
CC[n+]1c(-c2ccccc2)csc1Nc1c(C)n(C)n(-c2ccccc2)c1=O | -4 | 3 | 4 | 1 | 5 | 0 | 1 | 5 | 7
Cc1ccc(-n2c(N)c(C(=O)N3CCCCC3)sc2=S)cc1 | -3 | 11 | 3 | -3 | -3 | 12 | 4 | 1 | 5
Cc1cc(Cl)c2cc3ccccc3cc2n1 | -1 | 10 | 3 | 3 | 0 | 1 | 9 | -1 | 5
Cc1ccccc1OCc1nc(-c2ccccc2)no1 | 0 | 2 | 4 | -4 | 5 | 12 | -5 | -2 | 10
CCOc1ccc(CCNC(=O)C2CCC(=O)N2CCc2ccccc2)cc1OCC (centres undefined) | -1 | 8 | 1 | 2 | -3 | 10 | -4 | -2 | 2
CC(C)(C)OC(=O)NCc1ccc(NC(=O)c2nc[nH]c2C(=O)NCCN(CCNC(=O)c2[nH]cnc2C(=O)Nc2ccc(CNC(=O)OC(C)(C)C)cc2)CCNC(=O)c2[nH]cnc2C(=O)Nc2ccc(CNC(=O)OC(C)(C)C)cc2)cc1 | 0 | -167 | -2 | -182 | nt | -16 | nt | nt | -97
CCCn1c(SCC(=O)NC(=O)NCc2ccccc2)n[nH]c1=O | 0 | 3 | -1 | -4 | nt | 1 | nt | nt | 3
Cc1ccc2nc(-c3ccc(SCC(=O)O)nc3)[nH]c2c1 | -2 | 8 | -7 | -8 | -8 | 7 | -5 | -1 | -2
CN(CC(=O)Nc1c(Cl)cccc1Cl)C(=O)CCc1nc2sc3c(c2c(=O)[nH]1)CCCC3 | -4 | 4 | 11 | 5 | -5 | 30 | -11 | -3 | 1
CCOC(=O)COc1nc(N(C)C)nc(N(C)C)n1 | 1 | 0 | 2 | 4 | 3 | 2 | 2 | 2 | 4
Cc1ccc(NC(=O)COc2ccc3oc4c(c3c2)CCCC4)nc1 | -1 | 2 | 5 | -5 | -1 | -9 | 5 | 0 | 1
O=C(Nc1ccc(Br)c(C(F)(F)F)c1)c1ccccc1 | -1 | -10 | -5 | -25 | -16 | -3 | -9 | -19 | -5
COc1ccc(-c2nnc(NC(=O)C3CCCO3)s2)cc1 (centres undefined) | -8 | 6 | 4 | 6 | 11 | 3 | 3 | -2 | 2
Cc1nnc(NC(=O)CSc2nnc(C)n2-c2ccc(F)cc2)s1 | -2 | 1 | -4 | 2 | -1 | 18 | 27 | -2 | 3
Cc1cc(CNC(=O)COc2cc(F)ccc2[N+](=O)[O-])c2ccccc2n1 | 1 | 3 | 2 | -7 | 9 | 12 | -7 | 6 | 2
CC(=O)C1=C(O)C(=O)N(Cc2ccco2)C1c1ccccc1 (centres undefined) | -4 | 9 | 4 | 7 | 0 | 5 | 4 | 1 | 2
CCOC(=O)C(NC(=O)c1ccccc1)(Nc1nnc(C)s1)C(F)(F)F (centres undefined) | 0 | 0 | 4 | -5 | -2 | -7 | 8 | 1 | -2
CCSc1nnc(NC(=O)CC(C)C)s1 | -3 | -2 | 2 | 5 | -3 | 0 | 5 | 0 | 8
Cn1c(N)c(C(=O)COC(=O)COc2ccccc2C#N)c(=O)n(C)c1=O | -5 | 7 | 5 | 5 | 0 | -1 | 6 | 1 | 2
O=C(Nc1ccc(NC(=O)c2ccccc2F)cn1)c1ccco1 | 4 | 0 | 5 | -4 | 0 | 0 | 4 | 1 | 1
COc1ccc(/C=C/C(=O)N2CCN(S(=O)(=O)/C=C/c3ccccc3)CC2)cc1OC | 0 | 2 | 3 | -2 | -6 | -5 | -2 | -1 | 2
N=c1n(CC(=O)c2ccc(Br)cc2)c2ccccc2n1Cc1ccccc1 | 0 | 9 | 3 | -3 | -3 | 20 | nt | -3 | -4
Cc1onc(-c2ccccc2Cl)c1C(=O)NNC(=O)C1CCN(Cc2ccccc2)CC1 | -4 | 2 | 3 | 1 | 5 | 12 | 6 | 5 | 2
CN1CCN(C(=O)c2ccc(COc3cc(Cl)ccc3Cl)o2)CC1 | -2 | 0 | 8 | 14 | 6 | -70 | 3 | -5 | -5
CC(CNC(=O)COc1ccccc1)OC(=O)Nc1ccc(Cl)c(Cl)c1 (centres undefined) | -1 | 1 | 4 | -10 | -6 | -27 | 2 | -12 | 13
C/C(=N\NC(=O)c1cccc(N/N=C(\C)c2cc(O)ccc2O)c1)c1cc(O)ccc1O | -11 | 16 | 32* | 9 | -16 | 22 | 10 | -22 | 9
COc1cccc(CNC(=O)C2CSC3(C)CCC(=O)N23)c1 (centres undefined) | -3 | 7 | 3 | 0 | 3 | -9 | -4 | 3 | 0
CCCN1C(=O)C(O)(C2CC(=O)CC(C)(C)O2)c2ccccc21 (centres undefined) | -2 | 11 | 3 | -2 | 1 | 12 | 1 | 0 | 3
COc1ccccc1CN1CCNC(=O)C1CC(=O)NCCC1=CCCCC1 (centres undefined) | 0 | 3 | 4 | 4 | -2 | 29 | -2 | 1 | 2

Exported with values under each structure: part of the list above.
Second line of a record – PAD4 FP inh, PAFAH1B3 FP inh, pPAFAH FP inh, PAFAH2 inh, LYPLA2 counter, PREPL inh, GSTO1 counter, LYPLA1 counter, PAFAH1B2 FP inh
CCSc1nnc(NC(=O)CC(C)C)s1
 : -3, -2, 2, 5, -3, 0, 5, 0, 8
Cn1c(N)c(C(=O)COC(=O)COc2ccccc2C#N)c(=O)n(C)c1=O
 : -5, 7, 5, 5, 0, -1, 6, 1, 2
O=C(Nc1ccc(NC(=O)c2ccccc2F)cn1)c1ccco1
 : 4, 0, 5, -4, 0, 0, 4, 1, 1
COc1ccc(/C=C/C(=O)N2CCN(S(=O)(=O)/C=C/c3ccccc3)CC2)cc1OC
 : 0, 2, 3, -2, -6, -5, -2, -1, 2
N=c1n(CC(=O)c2ccc(Br)cc2)c2ccccc2n1Cc1ccccc1
 : 0, 9, 3, -3, -3, 20, nt, -3, -4
Cc1onc(-c2ccccc2Cl)c1C(=O)NNC(=O)C1CCN(Cc2ccccc2)CC1
 : -4, 2, 3, 1, 5, 12, 6, 5, 2
CN1CCN(C(=O)c2ccc(COc3cc(Cl)ccc3Cl)o2)CC1
 : -2, 0, 8, 14, 6, -70, 3, -5, -5
CC(CNC(=O)COc1ccccc1)OC(=O)Nc1ccc(Cl)c(Cl)c1 (centres undefined)
 : -1, 1, 4, -10, -6, -27, 2, -12, 13
C/C(=N\NC(=O)c1cccc(N/N=C(\C)c2cc(O)ccc2O)c1)c1cc(O)ccc1O
 : -11, 16, 32*, 9, -16, 22, 10, -22, 9
COc1cccc(CNC(=O)C2CSC3(C)CCC(=O)N23)c1 (centres undefined)
 : -3, 7, 3, 0, 3, -9, -4, 3, 0
CCCN1C(=O)C(O)(C2CC(=O)CC(C)(C)O2)c2ccccc21 (centres undefined)
 : -2, 11, 3, -2, 1, 12, 1, 0, 3
COc1ccccc1CN1CCNC(=O)C1CC(=O)NCCC1=CCCCC1 (centres undefined)
 : 0, 3, 4, 4, -2, 29, -2, 1, 2

(more compounds)
SMILES | PAD4 FP inh | PAFAH1B3 FP inh | pPAFAH FP inh | PAFAH2 inh | LYPLA2 counter | PREPL inh | GSTO1 counter | LYPLA1 counter | PAFAH1B2 FP inh
Cc1cc(SCC(=O)NC2CC2)nc2ccccc12 | 1 | 3 | 3 | -1 | nt | 1 | nt | nt | 0
COc1cc(C(=O)Nc2ccc(N3CCN(C(=O)c4ccc(C)cc4)CC3)cc2)cc(OC)c1OC | -8 | 5 | 0 | -7 | 38* | 15 | -3 | 8 | 1
O=C(Nc1nccs1)C1CC2CCC1C2 (centres undefined) | -1 | 9 | 0 | -11 | -1 | 12 | 0 | -1 | 9
O=C(/C=C/c1ccco1)OCC1CCCN2CCCCC12 (centres undefined) | 3 | 13 | 4 | 5 | 0 | 13 | 9 | -1 | -1
CC1CN(c2nc3ccccn3c(=O)c2/C=C(\C#N)S(=O)(=O)c2ccccc2)CC(C)O1 (centres undefined) | -1 | 3 | -1 | 8 | -2 | -3 | -10 | -4 | 0
CC1=C(c2ccc(F)cc2)[N+](=O)C(C)(C)N1[O-] | -2 | 6 | 1 | 0 | 7 | 3 | 4 | 1 | 4
O=S(=O)(c1ccc(Cl)cc1)N1CCN(C2CCN(Cc3ccccc3)CC2)CC1 | 4 | -3 | 1 | -1 | 6 | 3 | 3 | -1 | 15
C=Cc1ccc(CN2CCCN(Cc3ccc(Cl)cc3)S2(=O)=O)cc1 | -1 | -2 | 7 | -3 | 6 | -24 | -1 | 3 | 0
CCCn1c(/N=C/c2ccc3c(c2)OCO3)nc2ccccc21 | -1 | -3 | 4 | -4 | 2 | -11 | 7 | -2 | 2
N#CCCN(C(=O)c1ccc2c(=O)n3c(nc2c1)CCCCC3)c1ccccc1 | 0 | 8 | 1 | 1 | 1 | 0 | 3 | -2 | 4
Cn1c(-c2sc3cc(C(F)(F)F)cnc3c2-c2cccs2)n[nH]c1=S | -3 | 6 | 9 | 3 | 6 | 0 | -5 | 2 | 5
CCCCNC(=S)Nc1ccc(OC)nc1 | 1 | 4 | 3 | -3 | 0 | 1 | -3 | -2 | -3

Only part of the results is shown; count on the stated rates, not on these rows.
